Screening data from PubChem.
ZTA DNA inh: blocks Epstein-Barr virus ZTA, an EBNA-1 counter-screen. P03206. ZTA-DNA binding, fluorescence polarization. inhibition, % at 11 µM. 320,000 compounds, 0.15% hits. AID 2234; in the data active = inhibition above about 33%
proCasp7 act: procaspase-7 activators, primary screen, counter-screen for procaspase-3 activator project, biochemical, absorbance, HTS, human | recombinant procaspase-7, Ac-DEVD-pNA absorbance 405 nm; D23A/D198A/D206A triple mutant, cannot self-cleave; scale: DMSO 0, 5 µM enzyme 100 | AID 463210, 2010 | 330,000 compounds, 0.093% hits | activation, % at 8.5 µM;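 active = percent activation above the screen-wide mean plus 3 SD, cut at about 25% in these data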
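Material: Procaspase-7 triple mutant (PC-7 D3A) | Quantity: 2 µM procaspase-7 mutant as dispensed | Reagent: DEVD-pNA substrate | Times: 1 h preincubation, 2 h reaction | Technique: 405 nm absorbance of p-nitroaniline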
RPL19A TOR yeast: RPL19A-GFP expression modulators in yeast, primary screen, cell-based, S. cerevisiae, multiplex flow cytometry, MLPCN; S. cerevisiae RPL19A-GFP strain, 3 h; stronger effect = lower value; percent response vs DMSO, % at 10 µM; 330,000 compounds, 0.3% hits; AID 2025, 2009;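 active = percent response vs DMSO below 50%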;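 also: median channel GFP fluorescence of the barcoded RPL19A-GFP strain; ratio of sample median GFP to plate DMSO average so 100% = DMSO; lower means less RPL19A-GFP as with rapamycin TOR inhibition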
EBNA-1 inh: EBNA-1 DNA-binding inhibitors, primary screen, biochemical, fluorescence polarization. AID 1950, 2009. 300,000 compounds, 0.34% hits. inhibition, % at 14.8 µM; in the data active = inhibition above about 28%
proCasp3 act: activators of human procaspase-3 D3A mutant, primary screen, biochemical, absorbance, PC-3 D3A mutant, single concentration; activation, % at 8.5 µM; recombinant procaspase-3 D3A, Ac-DEVD-pNA absorbance 405 nm; AID 463141, 2010; Caspase-3 (Homo sapiens), P42574; 330,000 compounds, 0.11% hits;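 active = activation above the mean of all tested compounds plus 3 SD, cut at about 21% in these data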;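 also: 0% = DMSO alone and 100% = DMSO wells spiked with extra 5 µM PC-3 D3A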
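assay system = Procaspase-3 D3A mutant | signal = absorbance at 405 nm, 0 and 120 min | times = 1 h preincubation plus 2 h reaction at 25 °C | repeats = single replicate | read-out = % activation between DMSO and enzyme-spiked controls | medium = Zinc-free HEPES saline buffer with Triton X-100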
MEP2-GFP yeast: modulators of MEP2-GFP levels in yeast, primary screen, S. cerevisiae, multiplex flow cytometry, MLPCN library; S. cerevisiae MEP2-GFP strain, 3 h; 100% = DMSO control level; GFP response vs DMSO, % at 10 µM; 330,000 compounds, 0.51% hits; AID 2016, 2009;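 active = GFP response versus DMSO above a set limit, roughly screen mean plus 3 SD, cut at about 180% in these data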;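 also: median GFP fluorescence of the barcode-gated MEP2-GFP cells per well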
LAP4 TOR yeast: modulators of LAP4-GFP expression in yeast, primary screen, S. cerevisiae, multiplex flow cytometry, MLPCN library. 3 h; median GFP as percent of DMSO wells. GFP response vs DMSO, % at 10 µM. 320,000 compounds, 0.34% hits;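 active = GFP response vs DMSO above a set limit, about the screen mean plus 3 SD, cut at about 150% in these data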
AHR activator: AHR activators, primary screen, cell-based, luminescence, luciferase reporter, human; Aryl hydrocarbon receptor (Homo sapiens), P35869; AHR-responsive luciferase reporter cells; activation, % at 5 µM; 320,000 compounds, 2.5% hits; AID 2796, 2010; in the data active = activation above about 47%;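 also: 0% = vehicle wells and 100% = reference agonist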
* = called active by the depositor; x = not tested or not shown.

entry	Molecule	RPL19A TOR yeast	MEP2-GFP yeast	proCasp7 act	ZTA DNA inh
1	Cc1cc(OCC(=O)N(C(C)C)C(C)C)cc(C)c1Br	105	112	-9	-1
2	COc1ccc(CNC(=O)C(C)NCc2ccc(S(N)(=O)=O)cc2)cc1 (stereo unspecified)	99	104	5	4
3	Cc1ccc(N/C=C/C(=O)c2sc(-c3ccccc3)nc2C)cc1	97	103	-8	-18
4	CN1CCN(c2nc3c(c(=O)[nH]c(=O)n3C)n2Cc2ccccc2F)CC1	103	104	2	0
5	Cc1ccc2c(c1)C(O)(c1c(C)[nH]c3ccccc13)C(=O)N2 (stereo unspecified)	94	112	3	10
6	Cn1cnc2c1c(=O)n(Cc1cccc(F)c1)c(=O)n2C	101	99	5	2
7	CC1=NN(/C(=N\c2nnc(C)s2)Nc2ccccc2)[C@H](c2cccc3ccccc23)S1	102	101	-5	-3
8	Cn1c(=NC(=O)COc2ccccc2)sc2cccc(F)c21	99	101	-2	-4

entry	AHR activator	LAP4 TOR yeast	proCasp3 act	EBNA-1 inh
1	7	109	-3	6
2	0	98	2	-16
3	-3	99	-8	-20
4	4	99	9	6
5	17	109	4	7
6	0	95	3	6
7	4	100	-1	1
8	-1	107	6	-5

(next part)
entry	Molecule	RPL19A TOR yeast	MEP2-GFP yeast	proCasp7 act	ZTA DNA inh
9	Cc1onc(-c2ccccc2)c1C(=O)Nc1sc2c(c1C(N)=O)CCC2	99	103	-9	0
10	Cc1c(C(=O)Nc2cccc(N(C)S(C)(=O)=O)c2)cccc1[N+](=O)[O-]	104	99	-1	-5
11	Cc1cc(C)cc(NS(=O)(=O)c2coc(C(N)=O)c2)c1	101	114	8	3
12	Cc1cc(F)ccc1NCc1ccc([N+](=O)[O-])cc1	104	102	4	11
13	O=C(Cc1ccccc1)N/N=C/C=C/c1ccccc1[N+](=O)[O-]	98	96	1	-2
14	CCN(Cc1cc2ccccc2[nH]c1=O)C(=O)C1CCCCC1	100	102	-1	12
15	C/C=C(\C)CN1CCN(c2ccc(C)cc2)CC1	92	100	8	1
16	COc1cc(/C=C/C(=O)OCC(=O)Nc2cc(S(=O)(=O)N3CCOCC3)ccc2Cl)cc(OC)c1OC	97	100	12	x

entry	AHR activator	LAP4 TOR yeast	proCasp3 act	EBNA-1 inh
9	5	97	11	-21
10	10	93	1	-6
11	1	99	14	0
12	-1	118	0	-4
13	-5	130	2	9
14	1	95	-3	6
15	5	101	-3	-20
16	0	94	11	x

More results:
entry	Molecule	RPL19A TOR yeast	MEP2-GFP yeast	proCasp7 act	ZTA DNA inh
17	CC1Cc2ccccc2N1C(=O)CN1C(=O)C(=O)N(Cc2ccccc2)C1=O (stereo unspecified)	98	98	-7	23
18	CCCOn1c(-n2nc(C)cc2C)nc2ccccc2c1=O	99	99	0	-5
19	O=C(CSc1nnc(NC(=O)c2c(F)cccc2F)s1)Nc1ccccc1F	101	101	-7	-7
20	O=C(CSc1ccc(-c2ccco2)nn1)N1CCCCC1	99	98	-32	-13
21	COc1ccc(NC(=O)Nc2cccc3c2O[C@H](CN(C)C(=O)Nc2ccc(C(F)(F)F)cc2)[C@@H](C)CN([C@H](C)CO)C3=O)cc1	108	107	1	x
22	O=C(Cn1cc(C(=O)C(F)(F)F)c2cc(Br)ccc21)N1CCOCC1	107	110	-5	-8
23	O=C(COc1cccnc1[N+](=O)[O-])NC1CCS(=O)(=O)C1 (stereo unspecified)	103	92	2	-5
24	Cn1c(SCc2ccc(C#N)cc2)nnc1-c1ccccc1	101	100	-8	11

entry	AHR activator	LAP4 TOR yeast	proCasp3 act	EBNA-1 inh
17	-1	97	9	10
18	-2	90	7	8
19	4	103	-8	4
20	2	98	-24	-18
21	3	110	-2	x
22	3	89	1	10
23	1	92	1	0
24	-4	102	7	0

Next section:
entry	Molecule	RPL19A TOR yeast	MEP2-GFP yeast	proCasp7 act	ZTA DNA inh
25	O=C(CCc1nnc2ccc(NCc3ccco3)nn12)N1CCCCC1	111	112	-11	1
26	CC(=O)N1CCN(C(=O)CC2OC(=O)c3ccccc32)CC1 (stereo unspecified)	x	113	-22	-28
27	O=C1C2C3c4ccccc4C(c4ccccc43)C2c2nc3ccccc3n21 (stereo unspecified)	98	103	4	-2
28	O=c1c2ccccc2nc(N/N=C/c2ccccc2)n1O	98	95	-6	-15
29	COc1ccccc1NC(=O)CCNS(=O)(=O)c1ccc2c(c1)CCN2C(C)=O	105	105	5	8
30	CCn1c(C(C)NC(=O)Cc2ccccc2)nc2ccccc21 (stereo unspecified)	101	103	0	-5
31	COc1ccc(NC(=S)NCc2ccc3c(c2)OCO3)cc1	97	105	2	-3
32	Cc1ccc(-c2c3c(=O)n(C)c(=O)n(C)c3cn2-n2cnnc2)cc1	94	108	-1	10

entry	AHR activator	LAP4 TOR yeast	proCasp3 act	EBNA-1 inh
25	1	123	1	-1
26	17	107	-11	-14
27	-3	91	1	-14
28	5	87	-12	-6
29	1	100	-1	-10
30	2	110	6	5
31	3	104	-2	2
32	-2	99	-7	-4

New compounds follow
entry	Molecule	RPL19A TOR yeast	MEP2-GFP yeast	proCasp7 act	ZTA DNA inh
33	Cc1ccc(S(=O)(=O)/N=C2/C=C(Sc3ncn[nH]3)C(=O)c3ccccc32)cc1	102	100	-35	41*
34	CC1CCCC(N2CCN(C(=O)c3cccc(F)c3)CC2)C1 (stereo unspecified)	100	100	-4	-4
35	CCCCn1c(-c2cccnc2)nc2cc3[nH]c(=O)c(C(C)C)nc3cc21	106	95	-7	-12
36	CCOC(=O)CN1CC23C=CC(O2)C(C(=O)Nc2ccc(F)c(C)c2)C3C1=O (stereo unspecified)	95	93	2	-2
37	CC(C)CN(C(=O)c1ccc(Br)o1)C1CCS(=O)(=O)C1 (stereo unspecified)	100	102	5	12
38	CCCCN(C(=O)c1ccc(Cl)cc1)C1CC2CCC(C1)N2C (stereo unspecified)	103	124	-3	7
39	C=CCNC(=O)/C(=C\c1ccc([N+](=O)[O-])cc1)NC(C)=O	100	104	3	0
40	Cc1c(/C(O)=C2/C(=O)C(=O)N(CCN3CCOCC3)C2c2cccnc2)cnn1-c1ccccc1 (stereo unspecified)	x	104	8	2

entry	AHR activator	LAP4 TOR yeast	proCasp3 act	EBNA-1 inh
33	57*	112	-33	0
34	-2	93	-4	-9
35	23	105	-1	-4
36	1	88	5	-7
37	-1	98	5	-2
38	0	107	-5	8
39	0	92	-1	4
40	9	97	5	-7

Reprinted from the part before: five compounds; new compounds follow.
entry	Molecule	RPL19A TOR yeast	MEP2-GFP yeast	proCasp7 act	ZTA DNA inh
36	CCOC(=O)CN1CC23C=CC(O2)C(C(=O)Nc2ccc(F)c(C)c2)C3C1=O (stereo unspecified)	95	93	2	-2
37	CC(C)CN(C(=O)c1ccc(Br)o1)C1CCS(=O)(=O)C1 (stereo unspecified)	100	102	5	12
38	CCCCN(C(=O)c1ccc(Cl)cc1)C1CC2CCC(C1)N2C (stereo unspecified)	103	124	-3	7
39	C=CCNC(=O)/C(=C\c1ccc([N+](=O)[O-])cc1)NC(C)=O	100	104	3	0
40	Cc1c(/C(O)=C2/C(=O)C(=O)N(CCN3CCOCC3)C2c2cccnc2)cnn1-c1ccccc1 (stereo unspecified)	x	104	8	2
41	Cc1nn2c(CN(C(=O)COc3ccccc3)c3ccccc3)nnc2c2ccccc12	105	127	-7	-11
42	COc1ccc(-n2nc(C(=O)NCC(=O)N3CCC(C(N)=O)CC3)c3ccccc3c2=O)cc1	102	107	3	-18
43	COc1ccccc1CCC(=O)NNC(=O)c1ccccc1	98	96	-15	-8
44	O=C(CSc1nc2cc(Cl)ccc2o1)NCCc1ccccc1	97	103	-11	7
45	Clc1ccc(-c2noc(CSc3nnc(-c4ccncc4)n3-c3ccccc3)n2)cc1	97	95	4	-9
46	COc1ccc(/C=N/NC(=O)c2ccc(Cn3cc([N+](=O)[O-])cn3)o2)c(OC)c1C	99	98	4	5
47	CCNC(=S)N/N=C/c1sccc1C	101	101	3	-12
48	COc1cccc(-c2nc(CS(=O)(=O)CC(=O)N3CCOCC3)c(C)o2)c1	104	111	-3	-4

entry	AHR activator	LAP4 TOR yeast	proCasp3 act	EBNA-1 inh
36	1	88	5	-7
37	-1	98	5	-2
38	0	107	-5	8
39	0	92	-1	4
40	9	97	5	-7
41	-1	109	7	9
42	-1	89	0	-4
43	0	106	3	-11
44	2	115	1	7
45	6	95	4	-10
46	7	92	2	-4
47	2	97	1	-4
48	-1	89	1	-1

Record cards, from the list above. Screens in order: RPL19A TOR yeast | MEP2-GFP yeast | proCasp7 act | ZTA DNA inh | AHR activator | LAP4 TOR yeast | proCasp3 act | EBNA-1 inh
O=C(CSc1nc2cc(Cl)ccc2o1)NCCc1ccccc1 across the screens: 97 | 103 | -11 | 7 | 2 | 115 | 1 | 7
O=C(COc1cccnc1[N+](=O)[O-])NC1CCS(=O)(=O)C1 (stereo unspecified) across the screens: 103 | 92 | 2 | -5 | 1 | 92 | 1 | 0
O=C(CSc1ccc(-c2ccco2)nn1)N1CCCCC1 across the screens: 99 | 98 | -32 | -13 | 2 | 98 | -24 | -18
O=C(Cn1cc(C(=O)C(F)(F)F)c2cc(Br)ccc21)N1CCOCC1 across the screens: 107 | 110 | -5 | -8 | 3 | 89 | 1 | 10
CCCCN(C(=O)c1ccc(Cl)cc1)C1CC2CCC(C1)N2C (stereo unspecified) across the screens: 103 | 124 | -3 | 7 | 0 | 107 | -5 | 8

More entries
entry	Molecule	RPL19A TOR yeast	MEP2-GFP yeast	proCasp7 act	ZTA DNA inh
49	COc1ccc(Cl)cc1NC(=S)NNC(=O)c1cccnc1	97	102	-17	-26
50	COc1ccc(Nc2nnc(SCC(=O)/C=C3/N(C)c4ccccc4C3(C)C)s2)cc1	103	93	4	0
51	c1ccc(CSc2nncn2-c2ccccn2)cc1	99	109	7	-8
52	O=C(O)c1ccc(NS(=O)(=O)c2cccc(C(=O)Nc3ccc([N+](=O)[O-])cc3)c2)cc1	102	110	2	2
53	NC(=O)CSc1nnc(-c2ccccc2F)n1C1CC1	100	97	0	5
54	CN1CCN(C2=Cc3ccccc3Sc3cc(F)c(F)cc32)CC1	102	99	-1	-9
55	CN(C)CCCN=Cc1c(O)n(Cc2ccc3c(c2)OCO3)c(=O)c2ccccc12	94	94	5	-7
56	COc1cc2c(c(OC)c1)C(c1ccncc1)CC(=O)N2 (stereo unspecified)	97	102	-2	-2

entry	AHR activator	LAP4 TOR yeast	proCasp3 act	EBNA-1 inh
49	6	118	-6	6
50	9	112	0	5
51	3	102	-4	2
52	-3	101	4	0
53	0	97	3	8
54	0	102	2	7
55	0	97	3	1
56	2	102	7	9

(next part)
entry	Molecule	RPL19A TOR yeast	MEP2-GFP yeast	proCasp7 act	ZTA DNA inh
57	Cc1ccc(C)c(N/C=C(\C#N)c2nc3ccccc3o2)c1	96	96	14	10
58	COc1ccc(C(O)c2nc3ccccc3n2C)cc1OC (stereo unspecified)	96	95	1	-17
59	O=C(NCCc1ccccc1F)C1CCC(=O)N(Cc2ccc(Cl)cc2)C1 (stereo unspecified)	109	109	-1	-4
60	CCCn1c(NC(=O)CSCC(=O)Nc2cc(C)on2)nc2ccccc21	94	98	1	-9
61	COC(=O)C1=C(CS(=O)(=O)c2cc(OC)ccc2OC)NC(=O)NC1c1ccc(O)c(OC)c1 (stereo unspecified)	102	102	0	20
62	Cc1oc(C)c(C(=O)O)c1C(=O)O	96	95	0	5

entry	AHR activator	LAP4 TOR yeast	proCasp3 act	EBNA-1 inh
57	27	91	7	-5
58	0	98	-10	9
59	0	84	3	-13
60	-1	99	2	-6
61	2	100	0	-1
62	0	99	-2	2

Rows were taken by chance. About 3.8% of those tested had a hit in this group.
